KDM5B inhibitor = Primary screen for KDM5B Histone Demethylases FDH-coupled qHTS | Potency, µM (series often up to 57.7 µM), inactives show top-dose activity change, negative = inhibition, hits mostly inhibitors | KDM5B demethylase, FDH-coupled NADH fluorescence (FDH is formaldehyde dehydrogenase) | 220,000 compounds, 2.6% hits | AID 1347165, 2019; active = well fitted inhibition curve with a large enough effect; inconclusive = small, poorly fitted or top-dose-only effect; inactive = no such curve, though single readings can be large or run the other way; also: 0% is about no effect; nearly all actives have a fitted effect of over 70% in size
Target sequence (Q9UGL1 whole entry, looked up): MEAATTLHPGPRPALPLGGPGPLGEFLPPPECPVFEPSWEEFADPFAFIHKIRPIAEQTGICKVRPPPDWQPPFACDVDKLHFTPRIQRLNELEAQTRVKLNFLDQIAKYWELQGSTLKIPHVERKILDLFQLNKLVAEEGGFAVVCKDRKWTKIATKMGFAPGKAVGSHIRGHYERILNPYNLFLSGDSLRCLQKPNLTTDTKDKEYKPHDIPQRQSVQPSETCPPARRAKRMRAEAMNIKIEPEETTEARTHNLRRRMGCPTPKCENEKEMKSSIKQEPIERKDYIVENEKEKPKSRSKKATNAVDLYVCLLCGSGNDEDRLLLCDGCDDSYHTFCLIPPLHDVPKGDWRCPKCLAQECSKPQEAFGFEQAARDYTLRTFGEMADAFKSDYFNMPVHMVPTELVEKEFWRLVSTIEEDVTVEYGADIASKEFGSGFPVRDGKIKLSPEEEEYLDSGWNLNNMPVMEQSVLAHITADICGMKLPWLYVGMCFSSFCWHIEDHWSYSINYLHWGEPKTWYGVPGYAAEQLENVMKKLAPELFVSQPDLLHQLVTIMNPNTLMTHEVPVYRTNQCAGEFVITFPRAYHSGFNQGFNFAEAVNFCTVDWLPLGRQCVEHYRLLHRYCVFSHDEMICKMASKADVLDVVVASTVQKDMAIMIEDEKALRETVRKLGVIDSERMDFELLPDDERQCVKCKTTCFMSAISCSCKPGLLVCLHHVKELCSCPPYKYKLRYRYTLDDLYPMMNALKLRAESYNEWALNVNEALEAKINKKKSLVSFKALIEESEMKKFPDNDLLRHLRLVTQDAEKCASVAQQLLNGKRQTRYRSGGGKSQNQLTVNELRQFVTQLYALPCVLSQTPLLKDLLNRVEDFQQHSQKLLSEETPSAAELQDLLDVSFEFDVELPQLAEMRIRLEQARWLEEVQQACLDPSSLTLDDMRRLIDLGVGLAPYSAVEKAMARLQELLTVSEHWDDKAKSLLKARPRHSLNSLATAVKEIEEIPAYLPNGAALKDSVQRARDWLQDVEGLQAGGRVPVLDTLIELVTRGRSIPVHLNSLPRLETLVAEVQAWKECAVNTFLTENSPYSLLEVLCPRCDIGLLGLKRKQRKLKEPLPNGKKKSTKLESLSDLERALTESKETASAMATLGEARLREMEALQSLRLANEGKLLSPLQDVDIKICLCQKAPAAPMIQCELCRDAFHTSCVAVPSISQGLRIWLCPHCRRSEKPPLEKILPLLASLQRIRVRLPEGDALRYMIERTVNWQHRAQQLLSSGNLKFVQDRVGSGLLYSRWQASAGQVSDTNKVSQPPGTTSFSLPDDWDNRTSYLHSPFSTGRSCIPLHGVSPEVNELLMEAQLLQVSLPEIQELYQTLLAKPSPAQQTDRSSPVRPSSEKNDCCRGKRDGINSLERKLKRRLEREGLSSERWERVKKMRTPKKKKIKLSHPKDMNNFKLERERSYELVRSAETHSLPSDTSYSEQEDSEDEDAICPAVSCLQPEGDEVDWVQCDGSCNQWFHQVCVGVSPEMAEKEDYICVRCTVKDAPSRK
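Inhibition is measured as reduced NADH fluorescence generation from FDH coupling to formaldehyde release. Truncated KDM5BΔAP at 200 nM final acts on H3K4me3 peptide (12.5 µM in substrate mix) in pH 7.5 HEPES buffer with Tween-20, 30 min, room temperature.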
* hit, by the source's call; i = inactive; ? = inconclusive; [ ] = another dose, or the depositor's remark. Potency is read from the fitted curve at half-maximal effect.

KDM5B inhibitor	Compound
30%	COCc1noc([C@@H]2CN(Cc3cc(C)nn3C)C[C@H]2C(N)=O)n1
8%	Cc1ccc(-n2ccn(CC(=O)NCCc3ccccc3)c(=O)c2=O)cc1C
35µM*	COc1cccc(-c2nc(N3CCOCC3)cc3c2CN(CC2CC2)C3=O)c1OC
6%	CCCCN(CC)C(=O)CSc1nc2ccsc2c(=O)n1-c1ccccc1
0%	OC[C@@H]1CN(Cc2cccc(F)c2)C[C@H]1c1nc(-c2ccncc2)no1
35µM*	COc1ccc(CN[C@H]2C[C@H]3C(=O)NC[C@@H](CCC(=O)NCc4ccccc4)N3C2)cc1
-15%	Cc1cc(C(=O)N2CCC(c3noc(-c4ccncc4)n3)C2)nn1C (stereo unspecified)
13%[115 µM]	CC(C)c1ccc(S(=O)(=O)c2nnn3c2nc(N2CCOCC2)c2ccccc23)cc1
-25%	COc1ccc(CCN2CCC(CNC(=O)c3cnn(-c4cccc(Cl)c4)c3C3CCN(C(=O)OC(C)(C)C)CC3)CC2)cc1
-9%	COCCNC(=O)C1COC2(CCN(C(=O)c3ccccc3F)CC2)N1C(=O)c1cccc(F)c1 (stereo unspecified)
14%	CCN1C(=O)CCC2(C(=O)NC(C)C)CCCC=C12 (stereo unspecified)
6%	CC(=O)NC(CC(=O)OCC(=O)Nc1ccc2c(c1)OCO2)c1ccccc1 (stereo unspecified)
-22%	CCOc1ccccc1NS(=O)(=O)c1cc2[nH]c(=O)c(=O)[nH]c2cc1C
-5%	Cc1ccccc1OCC(=O)Nc1ccc(C(=O)OCc2cc(=O)n3c(C)csc3n2)cc1
?	CCOC(=O)Cn1c(=O)n(C2CCCCC2)c2nc(-c3ccc(OC)cc3)nc(C(N)=O)c21
10%	CC(=O)N1CCc2cc(C(=O)C(C)n3nnc(-c4cccc(C(F)(F)F)c4)n3)ccc21 (stereo unspecified)
?	Cc1ccc(NC(=O)Cn2c(N(C)Cc3ccccc3)nc(C)cc2=O)c(C)c1
15%	CCOc1ccccc1Nc1nc2ccccc2nc1NS(=O)(=O)c1ccc(C)cc1
-10%	COc1ccc(NC(=O)C(C)n2nc(-c3cc(C)ccc3C)c3c(c2=O)CCCC3)cc1 (stereo unspecified)
?	CCOc1ccc(C2C=C(c3ccc(OC)cc3)Nc3ncnn32)cc1 (stereo unspecified)
-15%	Cc1cc(C2CCCN2C(=O)c2ccccc2)on1 (stereo unspecified)
-25%	CC(C)Oc1ccc(/C(O)=C2\C(=O)C(=O)N(c3nccs3)C2c2ccc(C(C)C)cc2)cc1 (stereo unspecified)
-22%[115 µM]	CC(c1cccs1)N(C)Cc1ccccn1 (stereo unspecified)
22%	O=C(c1ccccc1F)N1CCCC(CN2CCOCC2)CC1 (stereo unspecified)
-24%	CCOC(=O)c1c(C)c(-c2ccccc2)n(CC(=O)NCc2ccccc2)c1C
-9%	CCOc1ccccc1NC(=O)C1CC(=O)Nc2nc3ccccc3n21 (stereo unspecified)
-13%	O=C(c1ccc(F)c(Cl)c1)N1CCC(Cc2nc(-c3cnccn3)no2)CC1
-20%	Cc1cc(N2CCN(c3cccc(C)c3C)CC2)n2nc(C)c(-c3ccc(Cl)cc3)c2n1
-8%	COc1ccc(CN2C[C@@H](CO)[C@H](NC(C)=O)C2)cc1Br
?	CC(C)N(C)Cc1nnnn1CC(=O)NCC1CCCN(c2ncccn2)C1 (stereo unspecified)
25%	COc1cccc(C(=O)N2C(C(=O)NCC(C)C)COC23CCN(C(=O)c2ccccc2F)CC3)c1 (stereo unspecified)
?	CCOCCCn1c(SCC(=O)Nc2ccc(C)cc2)nc2ccccc2c1=O
-16%	CCN(CC)CCCNC(=O)c1cnc(SC)nc1-c1ccccc1
-8%	COc1cccc(Oc2ccc(C(F)(F)F)cc2NC(=O)CCc2nc3ccccc3c(=O)[nH]2)c1
-6%	CN(CCCNC(=O)c1ccc2n[nH]nc2c1)Cc1ccccc1
?	COc1cccc(-c2cnc3n[nH]c(-c4ccc(F)cc4C)c3n2)c1
8%	O=C(O)CC[C@@H]1CN(CCn2cc(Cl)cn2)CC[C@@H]1N1CCOCC1
-17%	COc1ccc(OC)c(NC(=O)C(C)OC(=O)c2cccnc2)c1 (stereo unspecified)
15%	Cc1cccc(CNC(=O)[C@H]2CCC[C@H]2NC(=O)c2ccncc2)c1
12%	COCc1nc(C2CC(N)C2)cc(N(C)Cc2noc3c2CCCC3)n1 (stereo unspecified)

An excerpt taken from the entries so far:
KDM5B inhibitor	Compound
-15%	Cc1cc(C2CCCN2C(=O)c2ccccc2)on1 (stereo unspecified)
-25%	CC(C)Oc1ccc(/C(O)=C2\C(=O)C(=O)N(c3nccs3)C2c2ccc(C(C)C)cc2)cc1 (stereo unspecified)
-22%[115 µM]	CC(c1cccs1)N(C)Cc1ccccn1 (stereo unspecified)
22%	O=C(c1ccccc1F)N1CCCC(CN2CCOCC2)CC1 (stereo unspecified)
-24%	CCOC(=O)c1c(C)c(-c2ccccc2)n(CC(=O)NCc2ccccc2)c1C
-9%	CCOc1ccccc1NC(=O)C1CC(=O)Nc2nc3ccccc3n21 (stereo unspecified)
-13%	O=C(c1ccc(F)c(Cl)c1)N1CCC(Cc2nc(-c3cnccn3)no2)CC1
-20%	Cc1cc(N2CCN(c3cccc(C)c3C)CC2)n2nc(C)c(-c3ccc(Cl)cc3)c2n1
-8%	COc1ccc(CN2C[C@@H](CO)[C@H](NC(C)=O)C2)cc1Br
?	CC(C)N(C)Cc1nnnn1CC(=O)NCC1CCCN(c2ncccn2)C1 (stereo unspecified)
25%	COc1cccc(C(=O)N2C(C(=O)NCC(C)C)COC23CCN(C(=O)c2ccccc2F)CC3)c1 (stereo unspecified)
?	CCOCCCn1c(SCC(=O)Nc2ccc(C)cc2)nc2ccccc2c1=O
-16%	CCN(CC)CCCNC(=O)c1cnc(SC)nc1-c1ccccc1
-8%	COc1cccc(Oc2ccc(C(F)(F)F)cc2NC(=O)CCc2nc3ccccc3c(=O)[nH]2)c1
-6%	CN(CCCNC(=O)c1ccc2n[nH]nc2c1)Cc1ccccc1
?	COc1cccc(-c2cnc3n[nH]c(-c4ccc(F)cc4C)c3n2)c1
8%	O=C(O)CC[C@@H]1CN(CCn2cc(Cl)cn2)CC[C@@H]1N1CCOCC1

Next records follow:
KDM5B inhibitor	Compound
-14%[86.2 µM]	COc1ccc(-c2cnc3[nH]cc(CC(=O)NCc4cnccn4)c3c2)cc1
-23%	CCC(=O)Nc1ccc(C(=O)N2CCC3(CC2)CN(C)CCN3C)cc1
-5%	CN(C)c1nc2c(c(=O)[nH]1)CCN(Cc1ccc(F)c(Br)c1)CC2
-3%	CCn1c(-c2cc(-c3ccccc3)sc2N)n[nH]c1=S
3%	CCN(CC)C(=O)C(Sc1nc2cc(S(=O)(=O)N3CCCCC3)ccc2o1)c1ccccc1 (stereo unspecified)
?	CC(=O)Oc1ccc(C2C3=C(CC(C)(C)CC3=O)Nc3cc4c(cc32)OCCO4)cc1 (stereo unspecified)
?	COc1ccc(OC)c(NC(=O)Cn2c(=O)cc(-c3ccccc3)c3c(C)nn(C)c32)c1
27%	O=C(c1cccc(F)c1)N1CCC2(CC1)CC(OCC1CC1)CCO2 (stereo unspecified)
3%	COc1ccc(S(=O)(=O)N2CCc3c(C(=O)NC4CC4)cccc32)cc1
14%	CCCCC(=O)Nc1oc2c(C)cccc2c(=O)c1-c1cc(OC)c(OC)c(OC)c1
-9%	COc1ccc(OCC(=O)Nc2ccc(Cl)c(-c3nc4ncccc4o3)c2)cc1
i	N#Cc1nc(-c2ccc(S(=O)(=O)N3CCCC3)cc2)oc1NCc1cccnc1
-7%[115 µM]	COCC(=O)N[C@@H](Cn1ccc(=O)[nH]c1=O)C(=O)O
-9%	COC(=O)c1sccc1S(=O)(=O)N(CC(=O)NCc1ccc(C)cc1)c1ccc(C)cc1
-4%	O=C(Nc1ccc(C2(C(=O)NCc3ccc(F)cc3Cl)CCC2)cc1)C1CC1
-2%	Cc1ccsc1CN(C)CC(=O)Nc1ccc([N+](=O)[O-])cc1Cl
-9%	Cc1cccc(NC(=O)CSc2nnc(Cc3cccn3C)n2-c2ccc(F)cc2)c1
?	Cc1ccc(N2Cc3c(ncnc3N3CCOCC3)N(C)CC2=O)cc1
7%	O=S(=O)(c1cccc(F)c1)N1CCC2(CC1)CC(Cc1nc(C3CC3)no1)CCO2 (stereo unspecified)
?	COc1ccnc(-c2nnc3ccc(N4CCN(C(=O)c5ccco5)CC4)nn23)c1
-24%	CCCNC(=O)C(C)S(=O)(=O)Cc1cc(Cl)c2c(c1)OCO2 (stereo unspecified)
10%	COc1cccc(NC(=O)/C=N/O)c1
2%	CCNC(=O)c1cccc(NC(=O)c2cc(C3CC3)nc3ccccc23)c1
28%	O=C(O)c1cccnc1SCC(F)(F)F
-18%	CC(C)CCNC(=O)N1CC(C(=O)N(C)C)C2(CCOCC2)C1 (stereo unspecified)
29%	CN(Cc1ccccc1)C(=O)c1nc2ccccn2c1CNCCOc1cccnc1
8%	C=CCn1c(SCc2ccc(F)cc2)nc2c1c(=O)[nH]c(=O)n2C
-15%[86.2 µM]	COc1ccc2nc3n(c2c1)[C@@H](CNC1CCN(C)CC1)COC3
3%[149 µM]	O=C(C1CCCC1)N1CC2(CCN(C3COC3)CC2)Cc2ccccc21
20%	COc1cccc(N2CCN(c3ccc(N4C(=O)CCC4=O)cc3[N+](=O)[O-])CC2)c1
23%	CCOC(=O)CCNC(=O)N1CCC[C@H](n2c(=O)n(CC3CC3)c3cccnc32)C1
9%	COCCNC(=O)CSc1ccccc1C(=O)NC1CCCc2ccccc21 (stereo unspecified)
17%	O=C(NCCCNc1ccccc1)NCc1cccnc1
-10%	COc1ccc(-c2cc(N3CCCC(NC(=O)c4cc(Cl)ccc4F)C3)n[nH]2)cc1 (stereo unspecified)
?	Cc1ccccc1CNC(=O)CCCn1c(=O)c2cccn2c2cccnc21
-21%	Cc1ccc(N(C)S(=O)(=O)c2ccc(-c3cnc(C4CC4)o3)cc2)cc1
-6%	Cc1c(C(=O)NCCSCc2cccc(C(F)(F)F)c2)cnn1-c1ccc(F)cc1
-16%[86.2 µM]	CCn1nc(C)cc1C(=O)N1CCOC[C@H](Oc2cccnc2)C1
-26%	C(=C\c1ccccn1)/c1ccccc1
-19%	CCOc1ccc(C(=O)C(C)n2cnc3c2c(=O)n(C)c(=O)n3C)cc1 (stereo unspecified)
-39%	COc1ccc(CN(C)C(C)c2nnc(-c3ccc(C)cc3)o2)cc1F (stereo unspecified)
?	C[C@@H](N)C(=O)N1CCC(n2nccc2NC(=O)Nc2cccc(F)c2)CC1
5%	Cc1ccc(NC(=O)c2cc3ccc(O)cc3oc2=O)cc1
11µM*	COc1ccc(-c2cc3c(=O)n(CCNC(=O)c4ccc(OC)nc4)ccn3n2)cc1
-11%	NC(=O)Cc1csc(NC(=O)CCc2ncc(-c3ccccc3Cl)o2)n1
-3%	CC(C)Oc1ccc(C(=O)Nc2ccc(Oc3ccc(Cl)cc3)cc2)cc1
-6%[115 µM]	CN(C)c1ccc(CN2CCCC3(C2)C(=NC2CCCCC2)NC(=O)N3c2cccnc2)cc1 (stereo unspecified)
10%	COc1ccc(NC(=O)CSC2=Nc3ccccc3N=C(c3ccc(F)cc3)C2)cc1OC
2%	Cc1ccc(CN2CCC(C(=O)N3CCCCCCNC(=O)CC3)CC2)s1
8%	CCCN1C(=O)CCc2cc(NS(=O)(=O)CC)ccc21
-17%	COC1CCOC2(CCN(C(=O)COc3ccccc3)CC2)C1 (stereo unspecified)
?	CC(C)NC(=O)c1ccc(-c2ccc(F)cc2)o1
?	Cc1cccc(C(=O)Nc2cccc(C3OC(=O)N(Cc4ccccc4)C3C(=O)NCC(C)C)c2)c1 (stereo unspecified)
28µM*	CCC[C@@H]1CN(C(=O)c2ccc(-c3ccc(C)o3)cc2)C[C@H]1NC(C)=O
?	Cc1ccc(C(=O)N(Cc2ccco2)c2ccccn2)cc1
25µM*	CC(C)c1nc2nccc(-c3ccsc3)n2n1
?	COc1ccc(C(=O)/C(=C/c2ccncc2)c2nc3ccccc3o2)cc1OC
?	COc1ccc(Br)cc1/C=C(\C#N)C(=O)NC(C)c1ccccc1 (stereo unspecified)
-8%	CCn1cc(S(=O)(=O)N2CCCCC2c2nc(-c3ccncc3)n[nH]2)cn1 (stereo unspecified)
-28%	O=C(c1ccco1)N1CCN(CC2(O)CCNC2)CC1 (stereo unspecified)

More structures:
KDM5B inhibitor	Compound
-12%	Cc1ccc(NC(=O)CN(C)S(=O)(=O)c2cccc3nsnc23)c(C)c1
25µM*	CCCN1CCN(C(=O)c2ccc(-c3ccc(N4CCCCC4)nc3)cc2)CC1
-25%	O=C(NC1CCN(c2cc(-c3ccc(F)cc3)[nH]n2)C1)c1cccnc1 (stereo unspecified)
13%	CSc1ccccc1C(=O)Nc1c(C(C)C)cccc1C(C)C
?	CCOCc1ccc(CNC(=O)/C=C/c2ccco2)cc1
-17%[86.2 µM]	Cn1ccc2cc(-c3ccc4ncn(Cc5ccccn5)c(=O)c4n3)ccc21
-8%	Cn1cnc(S(=O)(=O)N2c3ccccc3CC2c2noc(C3CCOCC3)n2)c1 (stereo unspecified)
-6%	CCOc1cc2c(cc1NC(=O)c1ccc(SC)cc1OC)OC(C)C2 (stereo unspecified)

Only part of the results is shown, so the mix of outcomes need not match the whole.
